LYPLA1 inh = counter-screen for PME1 inhibitors: inhibitors of human LYPLA1; recombinant LYPLA1, FP-Rh probe fluorescence polarization; inhibition, % at 5.9 µM; 320,000 compounds, 0.16% hits; O75608;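 active = inhibition above the mean of all tested compounds plus 3 SD, set per campaign, cut at about 14% in these data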;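 also: inhibitors block serine hydrolase probe labeling of LYPLA1 so polarization falls; 0% = enzyme with DMSO and 100% = wells lacking LYPLA1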
Target sequence (O75608 whole entry, looked up): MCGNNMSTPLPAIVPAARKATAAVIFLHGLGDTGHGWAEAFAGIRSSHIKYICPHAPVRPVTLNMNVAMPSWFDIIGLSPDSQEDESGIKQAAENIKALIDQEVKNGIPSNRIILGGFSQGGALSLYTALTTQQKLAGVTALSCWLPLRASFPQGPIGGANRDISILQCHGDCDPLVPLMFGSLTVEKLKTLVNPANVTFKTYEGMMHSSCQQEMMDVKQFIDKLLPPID
PAFAH1B2 FP inh = inhibitors of human PAFAH1B2 | P68402 | 340,000 compounds, 1.2% hits | AID 492953 | inhibition, % at 3.39 µM | recombinant PAFAH1B2, FP-rhodamine activity probe, fluorescence polarization;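 active = inhibition above the mean of all tested compounds plus 3 SD, cut at about 24% in these data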;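 also: 0% = enzyme with DMSO and 100% = wells lacking PAFAH1B2; many of its hits are not listed in these tables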
LYPLA2 inh = counter-screen for PME1 inhibitors: inhibitors of human LYPLA2; O95372; recombinant LYPLA2, FP-Rh probe fluorescence polarization; AID 2177; 320,000 compounds, 0.38% hits; inhibition, % at 5.9 µM;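 active = inhibition above the screen-wide mean plus 3 SD, limit set per campaign, cut at about 26% in these data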;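 also: 0% = LYPLA2 with DMSO and 100% = wells lacking LYPLA2 enzyme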
Target sequence (O95372 whole entry, looked up): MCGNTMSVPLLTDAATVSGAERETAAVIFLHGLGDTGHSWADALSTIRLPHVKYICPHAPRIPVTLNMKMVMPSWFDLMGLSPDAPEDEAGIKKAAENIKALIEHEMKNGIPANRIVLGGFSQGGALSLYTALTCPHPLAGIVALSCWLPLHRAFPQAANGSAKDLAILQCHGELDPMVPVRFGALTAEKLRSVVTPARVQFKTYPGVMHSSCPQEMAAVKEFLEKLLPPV
pPAFAH FP inh = pPAFAH (human) enzyme inhibition; Q13093; recombinant pPAFAH, FP-rhodamine probe fluorescence polarization; inhibition, % at 3.39 µM; 330,000 compounds, 1.5% hits;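 active = inhibition above the mean inhibition across the screen plus 3 SD, cut at about 25% in these data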;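 also: inhibitors block binding of the rhodamine activity-based probe so polarization drops; 0% = enzyme with DMSO and 100% = wells lacking pPAFAH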
PAFAH1B3 inh = blocks human PAF acetylhydrolase 1B catalytic subunit 3. Q15102. 340,000 compounds, 0.28% hits. recombinant PAFAH1B3, FP-rhodamine probe, fluorescence polarization. inhibition, % at 3.39 µM. AID 492972;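 active = inhibition above the screen-wide average of all tested compounds plus 3 SD, cut at about 25% in these data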;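 also: 0% = enzyme with DMSO only and 100% = wells lacking PAFAH1B3 protein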
Target sequence (Q15102 whole entry, looked up): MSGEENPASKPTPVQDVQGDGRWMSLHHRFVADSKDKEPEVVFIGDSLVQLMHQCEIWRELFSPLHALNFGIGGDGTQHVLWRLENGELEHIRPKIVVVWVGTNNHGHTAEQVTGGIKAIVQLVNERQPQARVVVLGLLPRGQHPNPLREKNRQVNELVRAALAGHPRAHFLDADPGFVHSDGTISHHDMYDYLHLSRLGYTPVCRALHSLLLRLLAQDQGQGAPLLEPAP
PAFAH2 inh = inhibitors of human PAFAH2; 340,000 compounds, 0.99% hits; AID 492956; inhibition, % at 3.39 µM; recombinant PAFAH2, FP-rhodamine activity probe, fluorescence polarization; Q99487;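 active = inhibition above the mean over all tested compounds plus 3 SD, cut at about 30% in these data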;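 also: inhibitors block probe labeling of enzyme so polarization drops; 0% = enzyme with DMSO and 100% = wells lacking PAFAH2 protein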
ZTA counter = blocks Epstein-Barr virus ZTA, an EBNA-1 counter-screen; P03206; ZTA-DNA binding, fluorescence polarization; inhibition, % at 11 µM; 320,000 compounds, 0.15% hits; in the data active = inhibition above about 33%
Target sequence (P03206 whole entry, looked up): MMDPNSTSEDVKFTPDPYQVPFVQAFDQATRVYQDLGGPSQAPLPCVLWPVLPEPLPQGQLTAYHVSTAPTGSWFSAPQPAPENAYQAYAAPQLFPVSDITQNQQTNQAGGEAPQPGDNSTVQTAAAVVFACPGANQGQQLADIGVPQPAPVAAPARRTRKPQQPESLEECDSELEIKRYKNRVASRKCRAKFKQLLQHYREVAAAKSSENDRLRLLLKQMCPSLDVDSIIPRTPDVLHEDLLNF
EBNA-1 inh = blocks EBNA-1 binding to DNA; EBNA-1 DNA binding, fluorescence polarization; inhibition, % at 14.8 µM; 300,000 compounds, 0.34% hits; AID 1950; in the data active = inhibition above about 28%
PREPL inhibitor = inhibits the human prolyl oligopeptidase-like enzyme | AID 2751 | 320,000 compounds, 0.68% hits | Q4J6C6 | recombinant PREPL, fluorescence polarization activity-based probe | inhibition, % at 5.96 µM; in the data active = inhibition above about 43%;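 also: 0% = enzyme with DMSO and 100% = wells lacking enzyme; many of its hits are not listed in these tables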
* hit, by the source's call; / = not tested or not shown; & = joins results of further samples.

SMILES	LYPLA1 inh	PAFAH1B2 FP inh	LYPLA2 inh	pPAFAH FP inh	PAFAH1B3 inh	PAFAH2 inh	ZTA counter	EBNA-1 inh	PREPL inhibitor
CCNS(=O)(=O)c1cc(S(C)(=O)=O)ccc1Cl	0	-2	3	0	0	5	-4	-3	17
COc1ccc(/C=C2\CCCC3C2=NN(C(=O)c2scnc2C)C3c2ccc(OC)cc2)cc1 (centres undefined)	-3	-1	4	2	-3	5	8	-6	2
COc1ccc(NC(=O)N(C)C[C@H]2Oc3c(NC(=O)C4CC4)cccc3C(=O)N([C@H](C)CO)C[C@@H]2C)cc1	/	8	/	3	-4	-1	/	/	14
CCOc1ccc(NC(=O)Nc2cccc(C)n2)cc1	0	10	7	1	11	15	-13	-6	3
O=C(NCC(c1ccco1)N1CCCCC1)c1cccs1 (centres undefined)	/	4	/	5	-5	4	/	/	1
CCc1cccc(NC(=O)C2CCCC2)c1	-1	6	6	1	5	-13	-4	-3	-6
COc1cc(OC)cc(C(=O)Nc2ccc(C(=O)Nc3ccccc3OC)cc2)c1	/	-6	/	-4	-6	-7	/	/	-5
Cc1nc(CSc2nnc3scc(-c4ccccc4)n23)cs1	1	0	4	-2	-2	-4	3	1	-9
CCCCCn1c(CN2CCCCC2CC)nc2c1c(=O)n(C)c(=O)n2C (centres undefined)	2	4	3	4	-3	-3	5	2	-7
Cc1cc(NC(=O)c2ccc(Br)c(S(=O)(=O)N3CCCC3)c2)no1	0	0	2	2	4	2	1	4	-1
CN(C)c1nc(NCc2ccccc2)nc(N/N=C/c2cccc(Br)c2)n1	-6	4	-15	0	-1	1	10	2	1
Cc1cc2nncn2c2ccccc12	0	-1	-2	0	4	1	-12	-8	-4
C=CCn1c(=NC(=O)C2COc3ccccc3O2)sc2cccc(OC)c21 (centres undefined)	-2	1	6	2	3	-2	4	-13	9
O=C(c1ccc(S(=O)(=O)N2CCCC2)cc1)N1CCN(c2ccccc2F)CC1	-2	3	0	-1	10	4	3	9	23
NC(=O)c1ccc(NC(=O)CN2C(=O)NC(c3ccccc3)(c3ccccc3)C2=O)cc1	-2	-1	-3	4	-4	3	1	-7	-50
CSc1ncccc1C(=O)OCC(=O)C(C)(C)C	-1	4	-4	-3	8	8	6	-6	2
Cc1cc(=O)oc2c3c(cc(OCC(=O)Nc4ccc(CCO)cc4)c12)OC(C)(C)CC3	-7	4	-2	7	8	9	-10	-3	-4
CCN(CC(=O)NCc1cccs1)CC(=O)Nc1ccccc1C	-2	10	-9	-4	11	8	-4	/	12
O=C(c1ccc(CNS(=O)(=O)c2cccc(Cl)c2)cc1)N1CCCC1	2	2	-7	-1	-6	0	-7	-15	5
Cc1ccc(S(=O)(=O)N(C)C[C@@H]2Oc3ccc(NC(=O)CCC(F)(F)F)cc3CC(=O)N([C@@H](C)CO)C[C@@H]2C)cc1	/	9	/	-1	2	1	/	/	8

Compound profiles, from the list above.
`COc1ccc(/C=C2\CCCC3C2=NN(C(=O)c2scnc2C)C3c2ccc(OC)cc2)cc1` (centres undefined) in the list: LYPLA1 inh: -3; PAFAH1B2 FP inh: -1; LYPLA2 inh: 4; pPAFAH FP inh: 2; PAFAH1B3 inh: -3; PAFAH2 inh: 5; ZTA counter: 8; EBNA-1 inh: -6; PREPL inhibitor: 2
`Cc1ccc(S(=O)(=O)N(C)C[C@@H]2Oc3ccc(NC(=O)CCC(F)(F)F)cc3CC(=O)N([C@@H](C)CO)C[C@@H]2C)cc1` in the list: LYPLA1 inh: /; PAFAH1B2 FP inh: 9; LYPLA2 inh: /; pPAFAH FP inh: -1; PAFAH1B3 inh: 2; PAFAH2 inh: 1; ZTA counter: /; EBNA-1 inh: /; PREPL inhibitor: 8

Additional results follow:
SMILES	LYPLA1 inh	PAFAH1B2 FP inh	LYPLA2 inh	pPAFAH FP inh	PAFAH1B3 inh	PAFAH2 inh	ZTA counter	EBNA-1 inh	PREPL inhibitor
Cc1ccc([N+](=O)[O-])cc1N(CC(=O)N1CCCCC1)S(C)(=O)=O	6	-1	5	-6	2	0	-3	6	-6
Nc1cccc(-n2nncc2-c2ccccc2)c1	1	2	1	5	6	-1	-2	0	10
COc1cccc(NC(=O)CN(C)CC(=O)c2c(C)[nH]c3ccccc23)c1	0	6	-2	-2	-4	6	5	/	-7
CCOC(=O)N1CCN(C(=O)c2ccccc2N(Cc2ccccc2)S(=O)(=O)c2ccc(OC)cc2)CC1	0	5	-9	3	7	5	-4	-10	3
O=C(O)C(CCCCNS(=O)(=O)c1ccc(F)cc1)NS(=O)(=O)c1ccc(F)cc1 (centres undefined)	-3&2	10&8	-4&-1	9&11	6&11	16&20	2&-19	-5&-4	-4&0
Cc1ccc(C(=O)Nc2cccc(C(=O)NCc3ccco3)c2)cc1	-2	0	-5	-4	-1	-9	1	5	-13
CCCCCOc1ccc(N2C(=O)C(C)CNC2=S)cc1 (centres undefined)	-4	/	-5	0	/	/	6	3	3
O=C(NCc1cccs1)c1cc(-c2ccccc2)nn1CC1CC(c2cccc([N+](=O)[O-])c2)=NO1 (centres undefined)	2	-8	-3	9	-17	-16	-7	-12	-20
CC1(C)CC(=O)C=C(c2ccc3ccccc3c2)C1	4	9	4	-2	18	11	-14	/	-74
O=C(Nc1ccc(N2CCN(C(=O)c3cccs3)CC2)cc1)c1cccnc1Cl	2	-1	36*	4	5	1	2	3	10
COc1ccc(S(=O)(=O)Nc2ccc3c(c2)C(=O)N([C@@H](C)CO)C[C@H](C)[C@H](CN(C)CC2CC2)O3)cc1	/	8	/	7	-9	-8	/	/	20
OCCSc1ncnc2c1oc1ccccc12	5	3	3	5	2	3	-6	-6	8
CCOc1ccccc1N1CCN(C(=O)c2c(-c3ccccc3Cl)noc2C)CC1	0	-4	3	3	3	5	-5	2	4
CCc1nnc(NC(=O)CN2CCN(Cc3cccc(OC)c3)CC2)s1	1	3	-3	2	2	2	2	5	9
CN(Cc1ccc(C(C)(C)C)cc1)C(=O)c1ccc2c(=O)n3c(nc2c1)CCC3	-4	-3	-8	5	9	-2	6	8	10
OCC1(CCc2ccccc2)CCN(C/C=C/c2ccccc2)CC1	10	-1	7	1	0	1	-9	1	-40
COc1ccc(S(=O)(=O)N2CCC(C(=O)Nc3ccc4c(c3)OCCO4)CC2)cc1OC	-2	-2	0	2	6	-8	-10	-2	10
CCn1cc(C2=NC(C)CO2)c2ccccc21 (centres undefined)	1	1	-3	2	-1	0	8	-1	18
COC(=O)C1=C(C)N=c2s/c(=C/c3cccs3)c(=O)n2C1c1ccc(F)cc1 (centres undefined)	1	6	3	6	3	8	-4	5	-6
Cc1ccc(N2CC(C(=O)Nc3cccc(C(=O)NC4CC4)c3)CC2=O)cc1 (centres undefined)	1	3	4	0	-5	0	0	/	20
COCCn1c(SCC(=O)OC(C)C)nnc1-c1ccccc1	-2	4	7	1	3	-7	-9	5	4
COc1ccccc1C(=O)Nc1nc(-c2ccc3c(c2)OCCO3)cs1	-10	-1	-8	2	10	-3	22	-4	2
CCOc1ccc(NC(=O)NCCCn2c(C)nc3cc(C)c(C)cc32)cc1	2	-2	7	8	-10	-3	-8	4	-3
Cc1ccc(CNC(=O)CCNC(=O)Cn2ccc3ccccc3c2=O)cc1	1	0	4	5	8	6	7	-4	7
O=C(CC1S/C(=N/N=C/c2ccco2)NC1=O)Nc1cccc(Cl)c1Cl (centres undefined)	-4	-2	-12	5	1	-8	12	1	-5
CCOC(=O)C1=C(COC(=O)Cc2c(F)cccc2Cl)NC(=O)NC1C (centres undefined)	2	-3	-4	-3	4	16	-5	/	-13
C#CCCOC(=O)N1C2=NC(C(=O)OC)=C(C(=O)OC)[C@@H]3N(C)c4ccccc4[C@]23C[C@H]1CO	0	-1	-1	5	-12	1	21	9	4
Cc1cccc(CSc2nc3ccncc3n2CC(=O)Nc2cc(C)cc(C)c2)c1	-4	-1	0	-4	7	2	-16	-3	-10
C/C(=C\c1ccccc1)C(=O)NCCc1ccccc1	2	-1	2	0	6	0	4	13	-3
Cn1cc(C=O)c2ccccc21	-3	5	0	1	-3	8	8	-8	3
Cc1ccc(C(=O)NCc2ccc(Cl)c(Cl)c2)o1	1	3	2	3	13	-11	-2	11	1
C/C(=N\NC(=O)c1ccc2c(c1)OCO2)c1ccco1	-2	2	6	2	0	-2	-3	-4	0
CCn1c(COc2ccccc2C)nnc1SCc1nc2ccccc2c(=O)[nH]1	-4	/	-6	0	/	/	-13	-5	-7
COc1ccccc1C(=O)OCC(=O)Nc1ccc(Cl)cn1	-2	-5	-4	9	9	14	11	2	-3
CCOc1ccc(/C=N\NC(=O)CC(=O)NCCc2ccccc2)cc1	-1	4	6	4	2	1	9	8	-4
CN(Cc1ccccc1)C1=CC(=[N+]2CCCC2)CC(C)(C)C1	2	3	-1	4	9	2	9	-1	18
CC1CC(C)CN(CCCNC(=O)CN2C(=O)c3cccnc3Oc3ccccc32)C1 (centres undefined)	-2	-1	2	-4	2	5	1	1	10
CCNC(=O)c1sc2cc(C)ccc2c1Cl	2	-2	6	3	-4	4	-38	-13	10
CC1=C(C(=O)N2CCCC(N3CCN(c4cccc(C(F)(F)F)c4)CC3)C2)OCCO1 (centres undefined)	0	2	7	5	3	-2	-4	8	8
CCCN(C(=O)C1CCN(S(=O)(=O)c2ccc(OC)c(OC)c2)CC1)C1CCS(=O)(=O)C1 (centres undefined)	-3	2	-2	3	-2	3	-11	11	-7
CC(C)N(Cc1ccccc1)S(=O)(=O)c1ccc(Cl)nc1	2	7	6	4	6	3	4	-3	-4
c1csc(Cc2nn3c(-c4n[nH]c5c4CCC5)nnc3s2)c1	-3	3	0	19	4	16	-20	-14	4
N/C(=N/O)c1cccn1Cc1ccccc1[N+](=O)[O-]	-3	1	-3	-6	-4	0	-5	-7	1
CC(C)CN1C(=O)c2ccc(NC(=O)c3cccs3)cc2C1=O	-6	-4	0	3	1	0	0	5	-1
CCCC1S/C(=N/N=C/c2cccs2)NC1=O (centres undefined)	1	6	12	5	4	10	-9	-11	-1
O=C(O)CNC(=O)CCCn1nnc2ccccc2c1=O	0	3	2	1	6	0	-9	-17	-6
Cc1ccccc1Nc1nc(N)c2ccccc2n1	0	4	2	0	-1	3	-2	0	0
CCN1CCN(Cc2ccc(NC(=O)c3cc(NC(=O)c4cncc(-c5cccs5)c4)cc(OC)c3)cc2C(F)(F)F)CC1	-57	/	-106	-39	/	/	-8	-2	-38
Cn1cnnc1SCC(=O)Nc1ccc(Cl)cc1	-6	-4	-4	0	4	5	11	-2	4
Cn1c(Cc2ccccc2)nnc1SCC(=O)Nc1ccc2c(c1)OCO2	-3	5	-2	-2	4	1	-5	10	26
COc1cccc(/C=C2/SC(=O)N(C)C2=O)c1OCc1ccc(C(=O)O)cc1	2	1	11	3	9	-3	8	13	3
Cc1cc(C)n(-c2ncnc3sc(C)c(C)c23)n1	1	0	7	-6	10	2	2	5	0
CCOc1ccc(/C(O)=C2\C(=O)C(=O)N(CCOCCO)C2c2ccccc2OC)cc1 (centres undefined)	-3	2	7	2	1	5	8	14	0
COc1ccc(C(c2c(O)ccc3ccccc23)N2CCOCC2)c(OC)c1 (centres undefined)	-2	-1	-3	-1	9	4	7	4	-3
COc1ccc(N2CCN(C(=S)Nc3cccc(C)c3C)CC2)cc1	1	6	2	-3	4	10	8	0	3
O=C(Nc1ccc2c(c1)C(=O)OC2)c1ccccc1Cl	-2	5	-5	-4	10	0	-17	0	17
CC1CCCN(S(=O)(=O)c2ccc(Br)s2)C1 (centres undefined)	-2	10	2	2	2	-1	3	16	-3
CCOc1ccc(NC(=O)CN(C)C(=O)c2ccccc2-n2cnnn2)cc1OCC	1	0	3	3	4	-1	15	2	-3
CCCN(CCC)CCNC(=O)C1(O)c2ccccc2NC(=O)N1c1cccc(OC)c1 (centres undefined)	-3	3	3	1	5	1	-10	-6	9

Not all compounds are listed (hit frequency here may not be typical).
